# proKLK7 act = proKLK7 (human) activation, primary screen. P49862. purified proKLK7, EDANS-DABCYL substrate fluorescence; 100% is mature enzyme control, 0% vehicle. activation, % at 7 µM. 370,000 tested, 0.9% active;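 active means activation above the mean of all tested compounds plus 3 SD, computed per campaign excluding outliers beyond control limits, cut at about 13% in these data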
# Target sequence (P49862 whole entry, looked up): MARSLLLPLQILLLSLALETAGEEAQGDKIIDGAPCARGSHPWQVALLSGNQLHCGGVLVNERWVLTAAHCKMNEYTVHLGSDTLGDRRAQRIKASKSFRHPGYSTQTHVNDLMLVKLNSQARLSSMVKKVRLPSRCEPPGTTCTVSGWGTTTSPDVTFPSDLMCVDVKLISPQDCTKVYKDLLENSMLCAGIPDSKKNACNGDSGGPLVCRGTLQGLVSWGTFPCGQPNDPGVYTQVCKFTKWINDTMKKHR
# rCAG binder = molecules binding r(CAG) RNA repeats; r(CAG) RNA repeat, TO-PRO-1 dye displacement fluorescence; inhibition, % at 3 µM; 370,000 tested, 1.3% active;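 active means inhibition above the plate cutoff, the mean of all test compounds on that plate plus 3 SD, cut at about 35% in these data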;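 further: 0% = DMSO alone and 100% = 100 µM mitoxantrone as full dye displacement; higher means more dye released from RNA so lower well fluorescence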
# Tn6 DDE FP = inhibitors of Tn6 peptide binding to human fibrin DD(E); P02675; Fibrin DD(E) TRITC-Tn6 fluorescence polarization displacement; inhibition, % at 8.3 µM; 370,000 tested, 0.21% active; AID 720509;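 active means inhibition above a per-campaign cutoff: mean of compounds within control limits plus 3 SD, cut at about 15% in these data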;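 further: 0% = median of all compound wells on the plate and 100% = blocking peptide control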
# NPR2 activator = GC-B (human) receptor activation | HEK293-GC-B cells, CNP EC30, cGMP TR-FRET; 0% at EC30 CNP, 100% saturating CNP | activation, % at 10 µM | 370,000 tested, 0.11% active;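 active means activation at 10 µM reaching about 35% in either raw or pattern-adjusted values, limit read from the data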
# ASAP1 GAP inh = inhibitors of human ASAP1 ArfGAP activity; Q9ULH1; ASAP1-stimulated ARF1 GTP hydrolysis, GDP FP detection; inhibition, % at 16.5 µM; 360,000 tested, 0.19% active; in the data active means inhibition above about 25%;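 further: 0% = vehicle with enzyme and substrate and 100% = no enzyme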
# FXN GAA850 act = activators of GAA850 frataxin (FXN) promoter; 360,000 tested, 0.56% active; activation, % at 6 µM; HEK293 lucGAA850 FXN promoter luciferase reporter, 24 h; percent of 10 µM SAHA response;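 active means activation above the average of all compounds screened plus 3 SD, cutoff fixed separately per campaign, cut at about 7.5% in these data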;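 further: 0% = DMSO wells and 100% = 10 µM SAHA wells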
# ADAM10 inh = inhibits human ADAM10. recombinant ADAM10, EDANS/DABCYL FRET peptide cleavage, 3 h. inhibition, % at 7 µM. 370,000 tested, 0.62% active;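 active means inhibition above a per-campaign cutoff equal to the mean of compounds falling between control-based bounds plus 3 SD, cut at about 20% in these data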;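 further: 0% = DMSO wells while the 100% control is not disclosed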
# Target sequence (O14672 214-748 limits assumed): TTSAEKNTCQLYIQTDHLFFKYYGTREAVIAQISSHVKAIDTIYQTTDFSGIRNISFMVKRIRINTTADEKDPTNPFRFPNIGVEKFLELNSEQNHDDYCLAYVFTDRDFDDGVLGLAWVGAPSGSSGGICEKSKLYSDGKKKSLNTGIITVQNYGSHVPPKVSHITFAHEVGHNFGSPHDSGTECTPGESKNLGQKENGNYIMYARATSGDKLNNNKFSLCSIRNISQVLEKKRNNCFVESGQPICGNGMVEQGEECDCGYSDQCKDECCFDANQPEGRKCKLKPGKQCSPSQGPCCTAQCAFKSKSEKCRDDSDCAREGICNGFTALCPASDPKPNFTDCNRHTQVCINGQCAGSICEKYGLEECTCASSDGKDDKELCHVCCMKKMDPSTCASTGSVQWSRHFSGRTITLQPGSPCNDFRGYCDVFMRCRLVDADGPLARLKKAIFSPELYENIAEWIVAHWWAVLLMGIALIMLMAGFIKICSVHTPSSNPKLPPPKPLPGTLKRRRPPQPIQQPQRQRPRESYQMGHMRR
# ARFGAP1 inhibitor = inhibitors of rat ARFGAP1; Arfgap1-stimulated ARF1 GTP hydrolysis, GDP FP detection; 360,000 tested, 0.26% active; inhibition, % at 16.5 µM; Q62848;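 active means inhibition above a per-plate limit, mean inhibition of low control wells plus 3 SD, cut at about 25% in these data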;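 further: 0% = DMSO wells with enzyme and 100% = wells lacking Arfgap1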
# Target sequence (Q62848 1-136 limits assumed): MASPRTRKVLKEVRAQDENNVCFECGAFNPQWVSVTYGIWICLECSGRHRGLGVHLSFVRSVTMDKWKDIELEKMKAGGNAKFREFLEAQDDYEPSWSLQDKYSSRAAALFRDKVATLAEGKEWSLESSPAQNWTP
#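 Repeats: one replicate per compound; assay system: rat Arfgap1 catalytic domain, aa 1-136; times: enzyme reaction 120 min at 25 °C after 20 min preincubation; detection: FP of antibody-bound GDP Alexa 633 tracer, ex 620/em 688 nm; benchmarks: high control wells lacking Arfgap1, low control full reaction with DMSO; reagent: human ARF1(Δ1-17)-GTP substrate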
# sPLA2-III inh = Blocks human group III sPLA2 activity; 370,000 tested, 0.56% active; AID 743126; inhibition, % at 12.2 µM; QFRET BODIPY PC-A2 liposome hydrolysis, fluorescence;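 active means inhibition above mean plus 3 SD of compounds lying within the high and low control bounds, cut at about 19% in these data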;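 further: 0% = median of test compound wells and 100% = no enzyme DMSO wells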
# GC-A act = GC-A (human) enzyme activation | P16066 | HEK293 GC-A cells, cGMP TR-FRET, EC30 ANP; 0% at EC30 ANP, 100% saturating ANP | activation, % at 10 µM | 370,000 tested, 0.14% active | AID 1671463; in the data active means activation above about 40%
# * = called active by the depositor; . = not tested or not shown.
SMILES,proKLK7 act,rCAG binder,Tn6 DDE FP,NPR2 activator,ASAP1 GAP inh,FXN GAA850 act,ADAM10 inh,ARFGAP1 inhibitor,sPLA2-III inh,GC-A act
O=C1CN(C(=O)COc2ccc(Br)cc2Br)c2ccccc2N1,-0.1,-0.2,-4.5,-0.3,-3.3,0.4,2.8,-4.9,-2.4,-4.2
O=C(NCc1cccnc1)Nc1cccc(Cl)c1Cl,-0.9,-2.8,7.8,-0.7,4.5,2.1,1.0,-0.4,-0.9,1.3
CN1CCN(c2ccccc2NC(=O)c2ccc3c(c2)OCCO3)CC1,0.2,-4.0,4.5,0.3,-16.2,-0.3,-0.9,2.4,-2.2,-4.0
Cc1sc(NC(=O)COc2ccccc2)c(C#N)c1C,0.4,-0.6,-8.9,9.6,16.2,5.5,7.5,6.0,-0.4,8.2
CCCOC(=O)c1c(NC(=O)CCC(=O)O)sc2c1CCCCC2,-0.8,1.3,6.1,2.0,-4.5,2.2,-6.1,-3.3,0.7,-1.1
Nc1cc(Br)c(N)c(Br)c1,-0.4,-2.1,-1.9,-3.0,-1.6,-0.3,-24.7,2.4,11.4,-4.1
Oc1ccccc1C1=NOC(O)(C(F)F)C1 (stereo not given),-0.1,3.1,5.2,1.0,3.8,-2.0,7.4,12.6,-1.9,-4.0
COC(=O)C[C@H]1CC[C@@H](NC(=O)C2CC2)[C@@H](CO)O1,0.2,-1.0,6.0,5.7,3.3,.,-6.6,5.8,10.9,-1.7
Clc1nc(NCCN2CCOCC2)nc(NCc2ccccc2)n1,-0.3,1.3,-3.2,-0.2,2.1,2.3,-8.6,0.4,-5.9,-1.1
CN1CCN(CC(=O)Nc2ccccc2[N+](=O)[O-])CC1,0.5,-0.4,3.8,-0.1,-5.7,-0.9,0.1,1.9,-2.5,0.7
COc1cc(OC)cc(-c2nnc(NC(=O)Cc3ccc(F)cc3)o2)c1,-0.9,2.8,-6.1,0.7,-7.3,0.4,5.5,7.8,-3.6,-1.1
O=C(Nc1ccc2c(c1)OCCO2)C1CCCN(c2ncccn2)C1 (stereo not given),0.4,0.7,-2.6,-7.1,-1.0,2.2,-11.2,-10.0,8.6,-1.1
Cc1nn(-c2ccc(Cl)nn2)c(=O)c2ccccc12,0.6,-1.7,-1.9,-0.7,12.9,4.2,-2.4,2.5,-1.4,-0.2
CN(C)c1ccc(C(=S)N2CCCCC2)cc1,0.5,-4.2,-1.7,3.0,9.3,0.7,2.2,-13.5,6.6,-3.1
COCCNC(=O)C(c1ccc(C)o1)N(Cc1ccco1)C(=O)c1snc(C(N)=O)c1N (stereo not given),1.0,-0.2,3.6,-30.8,4.5,-0.2,-130.2,10.5,2.1,-22.9
CCNc1nc(NCC)nc(OCCOC(=O)c2ccccc2)n1,0.1,-11.0,-3.2,6.3,-17.1,3.1,-7.8,-2.3,0.8,0.1
CCCCNCCS(=O)(=O)NCc1ccccc1,-0.7,1.4,-1.8,2.3,-8.9,-0.1,-6.2,-1.1,2.0,-0.6
CCn1c(SCC(=O)Nc2ccccc2C(=O)OC)nnc1-c1cccc(C)c1,0.8,-6.3,0.1,-17.9,-1.6,-1.6,2.6,-12.9,-9.8,-12.9
CC(=O)C1C(=O)CC(c2ccc(Cl)cc2)CC1=O (stereo not given),0.0,-0.6,7.6,4.1,-6.7,1.5,-3.4,1.9,-10.5,-7.0
CC(C)n1cc(C#N)c(N)n1,0.1,1.1,-3.8,3.0,-0.6,-1.6,-8.2,4.2,-1.6,2.7

# Quoted at random: two records from the list, in no set order.
SMILES,proKLK7 act,rCAG binder,Tn6 DDE FP,NPR2 activator,ASAP1 GAP inh,FXN GAA850 act,ADAM10 inh,ARFGAP1 inhibitor,sPLA2-III inh,GC-A act
O=C(NCc1cccnc1)Nc1cccc(Cl)c1Cl,-0.9,-2.8,7.8,-0.7,4.5,2.1,1.0,-0.4,-0.9,1.3
Cc1sc(NC(=O)COc2ccccc2)c(C#N)c1C,0.4,-0.6,-8.9,9.6,16.2,5.5,7.5,6.0,-0.4,8.2

# Other records:
SMILES,proKLK7 act,rCAG binder,Tn6 DDE FP,NPR2 activator,ASAP1 GAP inh,FXN GAA850 act,ADAM10 inh,ARFGAP1 inhibitor,sPLA2-III inh,GC-A act
Fc1ccc(-n2nnc(-c3cccnc3Cl)n2)cc1,0.1,-2.7,-2.1,-3.4,5.6,1.1,1.3,-5.4,4.7,3.4
COc1ccc(-n2nc(C(N)=O)c(O)cc2=O)cc1,0.7,0.1,-3.4,1.3,-4.0,1.6,9.9,-2.1,-0.9,4.4
O=C(Nc1ccccc1C(=O)N/N=C/c1ccco1)c1ccc(F)cc1,-0.3,5.9,-3.5,-4.8,-4.5,0.0,-9.7,13.2,9.4,-7.9
COc1ccc(C(=O)NC(Oc2ccccc2)C(Cl)(Cl)Cl)cc1 (stereo not given),-0.1,-4.6,-2.5,-6.4,2.2,0.0,4.8,0.4,21.4*,0.3
Cc1nc2sc(C(=O)Nc3ccccc3)c(N)c2c(C)c1[N+](=O)[O-],0.2,5.4,-0.4,1.1,11.9,4.5,0.1,2.9,6.3,1.5
O=C(OCC(=O)N1CCN(c2ccc(F)cc2)CC1)c1cnc2ccccc2n1,0.0,-1.2,-0.2,-0.5,-2.9,1.6,-5.0,6.3,-1.9,-5.3
CCOP(=O)(c1ccc(N(C)C)cc1)C(O)c1c(Cl)cccc1Cl (stereo not given),-0.4,-5.9,-4.7,-5.2,1.7,-1.2,10.2,13.2,4.6,-4.1
Cn1c(=O)n(C)c2cc(C(N)=O)ccc21,-0.4,-2.3,-0.7,6.2,-8.2,-0.7,-6.3,11.9,-1.7,1.7
COc1ccc(S(=O)(=O)N2CCN(CC(=O)c3c(N)n(C)c(=O)n(C)c3=O)CC2)cc1OC,0.4,0.1,-8.4,2.1,-10.1,1.3,7.1,-2.2,4.7,3.4
CN(Cc1ccccc1)C(=O)c1ccccc1NC(=O)c1ccccc1,0.0,-5.2,6.1,-2.5,-18.4,-1.3,-0.9,0.5,-2.9,1.0
CCC(C)(C)NC(=O)CN(C(=O)c1csnn1)c1ccccc1-c1ccccc1,0.5,-8.3,4.7,-1.9,-5.3,-2.7,0.1,5.5,-3.5,0.5
CCOc1cc(NC(=O)c2cccs2)c(OCC)cc1NC(=O)CCC(=O)NCc1ccccn1,0.1,-5.8,-0.1,1.0,-4.3,.,-0.9,1.9,3.2,2.9
Cc1c(NC(=O)CN2C(=O)C(=O)N(Cc3ccccc3)C2=O)c(=O)n(-c2ccccc2)n1C,0.6,0.2,11.7,-0.3,11.4,0.7,7.0,-1.0,2.3,3.8
O=[N+]([O-])c1cccc(S(=O)(=O)NCc2ccccn2)c1,0.2,-1.5,-0.5,7.5,-0.1,1.7,-13.4,-8.5,14.3,-2.8
COc1cc(CNn2nnnc2N)ccc1OCC(=O)NC(C)(C)C,0.0,-2.9,-2.1,0.9,-7.1,0.9,-0.3,5.9,1.8,4.1
COC(=O)[C@]1(CC(C)C)N[C@H](c2ccc(-c3ccc(OC)cc3)cc2)[C@@H]2C(=O)N(C)C(=O)[C@@H]21,-6.3,-0.1,3.7,-8.3,7.0,-3.2,-199.8,-0.6,-5.8,0.4
CCCCn1c(N)c(N(CCC(C)C)C(=O)CC2OC(=O)c3ccccc32)c(=O)[nH]c1=O (stereo not given),4.1,0.1,-0.7,0.8,-1.0,-1.9,-20.4,1.5,14.6,0.7
CC1CCCCN1C(=O)C1COc2ccccc2O1 (stereo not given),-0.1,2.6,-11.2,-1.2,-0.5,1.3,-4.2,-2.3,8.1,5.1
C=C(c1ccccc1C)[n+]1ccccc1,0.5,-0.1,4.2,2.5,0.3,0.6,5.0,2.0,-2.9,2.2
CCCCN(C=O)c1c(CC)nc2ccc(C(=O)N3CCN(S(=O)(=O)CC)CC3)cn12,0.6,-2.6,-2.4,-1.8,-5.5,0.8,-3.4,22.6,2.6,-3.1
Cc1ccc(Cn2ccc(NC(=O)CCSc3nc(-c4ccco4)cc(C(F)(F)F)n3)n2)cc1,0.1,5.3,10.9,-8.4,8.5,-1.5,3.2,-11.7,-15.5,2.0
COc1ccc(NC(=O)CN(C)C(=O)CNC(=O)c2cccs2)cc1,0.0,1.3,-4.7,-1.9,-0.9,2.5,-0.3,5.0,-0.8,1.4
Cc1cc(Cl)c(C)c(S(=O)(=O)N2CCN(CC(=O)N3CCOCC3)CC2)c1Cl,0.3,6.3,-6.0,1.5,-4.8,4.2,-12.8,-5.4,8.6,-0.9
NC(=O)N/N=C(/CCCCCC/C(=N\NC(N)=O)c1ccccc1)c1ccccc1,0.7,-6.2,5.8,-8.7,0.7,0.0,7.8,12.2,-11.9,-16.2
Nc1nonc1C(=O)N/N=C/c1ccc(-c2ccc(Cl)c(C(=O)O)c2)o1,0.3,3.8,-1.6,0.2,1.1,2.3,-15.8,9.8,-2.9,-1.0
CN(Cc1ccccc1Cl)C(=O)C1CC(=O)N(c2ccc3c(c2)OCCO3)C1 (stereo not given),-0.4,-2.9,10.8,-0.1,-4.0,2.1,-0.7,20.3,-3.9,5.3
O=C(O)c1cc2ccccc2c2cc(Br)ccc12,0.1,0.6,2.1,6.6,-3.3,0.6,2.3,0.8,-5.0,13.5
CCCSCCCNC(=O)c1ccc(NC(=O)C2=CSCCO2)cc1,-0.9,-2.5,-3.2,0.3,5.9,-1.1,9.3,-1.9,5.9,-3.8
CCOc1ccc(CCNC(=O)c2ccc(CS(=O)Cc3ccc(Cl)cc3)o2)cc1 (stereo not given),0.1,-7.7,-1.0,2.1,9.8,-4.0,1.9,0.9,-9.7,-2.0
CC(C)[C@H](NC(=O)c1ccco1)C(=O)NCc1ccccc1,-0.1,-0.3,-0.2,-5.3,0.7,-0.2,-6.1,3.8,6.5,1.2
COc1ccc(CC(=O)NCC(=O)N=Nc2c(O)[nH]c3ccccc23)cc1,0.0,0.7,-2.4,-2.2,-5.1,0.9,-2.3,-0.2,2.9,-7.0
O=C(OC1CCOC1=O)C1CCN(S(=O)(=O)c2ccccc2)CC1 (stereo not given),0.2,2.3,-4.8,3.7,3.6,0.2,-8.7,-8.8,9.2,2.5
CC(C)=CCC[C@H](C)C[C@@H]1Cc2[nH][nH]c(=O)c2[C@H](c2ccc(Cl)cc2)O1,-0.1,8.7,-1.3,0.5,-4.0,.,-9.6,-3.0,-9.1,-3.1
COCCn1c(=NC(=O)c2ccc(S(=O)(=O)N3CCCc4ccccc43)cc2)sc2cc(S(C)(=O)=O)ccc21,-0.7,4.2,9.4,-1.2,0.3,-4.2,-7.8,0.0,19.8*,9.3
C=C1[C@@H](OC(C)=O)CC[C@]2(C)[C@@H]1C[C@@H]1C[C@H](OC(C)=O)C(C)=C([C@@H](OC(C)=O)[C@@H]2OC(C)=O)C1(C)C,0.8,-3.3,2.6,4.7,-0.2,-1.8,-0.6,-1.5,-5.2,-3.5
Cc1cc(C)c2c(=O)n(CC(=O)Nc3ccc(Cl)cc3)sc2n1,0.1,0.6,-0.2,6.2,-1.3,3.0,-17.8,1.3,-3.7,16.1
O=C(Nc1ccncc1)C1CC(=O)N(c2ccccc2)C1 (stereo not given),0.3,2.1,-0.1,2.8,-8.9,0.7,0.3,-4.7,5.1,-3.1

# Screening data from PubChem.

# Rows are unselected; about 4.5% have a hit in one of these screens.
